Screening results deposited in PubChem BioAssay by The Scripps Research Institute Molecular Screening Center.
FBW7 act = activators of human E3 ligase FBW7; Q969H0; AlphaScreen FBW7–phospho-cyclin E peptide binding, activator screen; normalized activity (activation), % at 26.1 µM; 0.13% of 650,000 active; in the data active = normalized activity above about 1.9%;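 note: purified mutant Fbw7 with reduced substrate affinity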
MITF primary = blocks human microphthalmia-associated transcription factor. 0.91% of 650,000 active. AID 1259374. AlphaScreen MITF homodimerization, bead proximity signal. O75030. inhibition, % at 2.6 µM; in the data active = inhibition above about 50%;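 note: 0% = vehicle wells with protein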
Target sequence (O75030 whole entry, looked up): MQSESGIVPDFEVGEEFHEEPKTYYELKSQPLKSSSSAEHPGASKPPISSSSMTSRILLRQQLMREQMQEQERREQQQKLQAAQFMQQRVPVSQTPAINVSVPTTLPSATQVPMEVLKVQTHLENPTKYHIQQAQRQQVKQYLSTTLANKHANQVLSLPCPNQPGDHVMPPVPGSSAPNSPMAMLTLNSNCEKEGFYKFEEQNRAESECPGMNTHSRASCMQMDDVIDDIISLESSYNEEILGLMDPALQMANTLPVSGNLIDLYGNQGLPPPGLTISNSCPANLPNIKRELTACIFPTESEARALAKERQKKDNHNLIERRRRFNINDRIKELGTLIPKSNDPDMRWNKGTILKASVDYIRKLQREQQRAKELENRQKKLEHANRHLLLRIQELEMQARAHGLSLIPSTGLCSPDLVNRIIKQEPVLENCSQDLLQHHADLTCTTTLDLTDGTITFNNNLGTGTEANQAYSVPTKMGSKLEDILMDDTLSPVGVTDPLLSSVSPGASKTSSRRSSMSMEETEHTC
TEAD-YAP inh = TEAD-YAP interaction inhibition. HEK-TIYL cells, TEAD-Gal4/YAP UAS-luciferase luminescence. inhibition, % at 9.12 µM. 1.4% of 640,000 active. AID 1259422; in the data active = inhibition above about 32%;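 note: 0% = median of test compound wells and 100% = reference inhibitor wells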
GPR151 ag = activates the human receptor GPR151; activation, % at 11.2 µM; 1% of 650,000 active; Q8TDV0; AID 1508602; PathHunter beta-arrestin GPR151 cells, luminescence; in the data active = activation above about 4.9%;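 note: 0% = median of compound wells and 100% = cells with positive control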
Target sequence (Q8TDV0 whole entry, looked up): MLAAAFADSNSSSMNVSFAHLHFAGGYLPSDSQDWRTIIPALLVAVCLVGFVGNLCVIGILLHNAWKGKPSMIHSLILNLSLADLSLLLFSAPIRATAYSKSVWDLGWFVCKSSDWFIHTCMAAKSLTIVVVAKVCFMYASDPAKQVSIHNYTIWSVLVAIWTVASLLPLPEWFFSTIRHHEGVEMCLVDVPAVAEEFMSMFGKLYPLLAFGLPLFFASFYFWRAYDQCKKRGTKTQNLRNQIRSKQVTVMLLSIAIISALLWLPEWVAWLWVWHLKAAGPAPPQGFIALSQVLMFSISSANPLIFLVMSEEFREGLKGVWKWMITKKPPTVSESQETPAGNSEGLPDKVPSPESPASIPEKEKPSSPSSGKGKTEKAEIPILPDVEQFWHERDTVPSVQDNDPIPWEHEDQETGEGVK
Starred values were filed as active, the others as inactive; · = not tested or not shown; & = joins results of further samples; ! = not active in a repeat.

Value order – GPR151 ag	TEAD-YAP inh	FBW7 act	MITF primary
#1 S=C(NNc1nc2ccccc2[nH]1)NC1CCCCC1
→ -1.8	3.1	0.0	-5.6
#2 COC1CC(NC(=O)c2cnc(N3CCN(c4ncccn4)CC3)c3ccccc23)CC(OC)C1OC (stereo not drawn)
→ 1.6	72.4*	-0.2	-3.1
#3 Cc1cccc(OCCNC(=O)CCc2ccccc2)c1
→ -1.4	-3.1	-0.1	-3.3
#4 COc1ccc(NC(=O)c2cnc3n(c2=O)CCS3)cc1
→ 0.2	-34.7	0.1	-6.8
#5 Cc1cc(OC(=O)c2ccccc2)n(CCC#N)n1
→ -0.1	-3.0	-0.8	-3.4
#6 Cc1cc(Br)ccc1OCC(=O)O/N=C(\N)c1cccc([N+](=O)[O-])c1
→ 1.1	-2.7	0.2	7.2
#7 COc1ccc(N(CC(=O)Nc2ccc(Cl)c(Cl)c2)S(C)(=O)=O)cc1OC
→ -1.0	2.7	-0.1	13.3
#8 Cc1ccnc(NS(=O)(=O)c2ccc(CN3C(=O)c4cccnc4C3=O)cc2)c1
→ 1.6	-2.0	-0.1	0.6
#9 Cc1cc(C)n2nc(SC(C)C(=O)N3CCCCC3)nc2n1 (stereo not drawn)
→ 0.2	1.4	-0.1	1.7
#10 Cn1c(=O)[nH]c(=O)c2c1ncn2CC(=O)O
→ -2.5	-14.9	0.1	-2.1
#11 CCCCS(=O)(=O)CC(O)COCc1ccccc1 (stereo not drawn)
→ -0.1	0.4	-0.1	-4.8
#12 Cc1ccc(-c2cc(-c3nnc(SCC(=O)NC(N)=O)n3N)c3ccccc3n2)cc1
→ -1.7	-10.9	-0.1	-1.4
#13 COc1ccc(-c2nc(-c3cccc([N+](=O)[O-])c3)no2)cc1OC
→ -0.6	0.1	0.2	4.3
#14 COc1ccc(CNc2cc([N+](=O)[O-])ccc2OC)c(OC)c1
→ -1.0	9.4	1.1	8.3
#15 O=C(NC(=S)Nc1ccc2nn(-c3ccc(Cl)cc3)nc2c1)c1ccccc1
→ 1.2	-14.8	-0.1	10.3

Arranged by molecular weight (lowest first): part of the list above.
Value order – GPR151 ag	TEAD-YAP inh	FBW7 act	MITF primary
#4 COc1ccc(NC(=O)c2cnc3n(c2=O)CCS3)cc1
→ 0.2	-34.7	0.1	-6.8
#9 Cc1cc(C)n2nc(SC(C)C(=O)N3CCCCC3)nc2n1 (stereo not drawn)
→ 0.2	1.4	-0.1	1.7
#13 COc1ccc(-c2nc(-c3cccc([N+](=O)[O-])c3)no2)cc1OC
→ -0.6	0.1	0.2	4.3
#6 Cc1cc(Br)ccc1OCC(=O)O/N=C(\N)c1cccc([N+](=O)[O-])c1
→ 1.1	-2.7	0.2	7.2

(listing goes on)
Value order – GPR151 ag	TEAD-YAP inh	FBW7 act	MITF primary
#16 O=C(O)C1CSC(c2ccccc2F)N1 (stereo not drawn)
→ 5.3*	-5.7	-0.1	0.2
#17 CCOC(=O)C1(CCSC)NC(c2cccc(F)c2)C2C(=O)N(C)C(=O)C21 (stereo not drawn)
→ -0.4	0.6	-0.3	-5.3
#18 CCCn1c(=N)c(C(=O)NCc2cccnc2)cc2c(=O)n3cc(C)ccc3nc21
→ 0.8	9.3	-0.2	-3.8
#19 Cc1ccc(Cl)cc1NC(=O)c1ccc(N2CC3CC(C2)c2cccc(=O)n2C3)c([N+](=O)[O-])c1 (stereo not drawn)
→ 0.4	-5.0	0.0	0.5
#20 CCn1c(=NC(=O)C2CC2)sc2c(C)ccc(OC)c21
→ 0.6	8.7	-0.1	6.4
#21 Cc1cc2c(cc1S(=O)(=O)CCC(=O)N1CCc3ccccc3C1)OCC(=O)N2
→ 0.7	9.4	0.4	13.7
#22 CC(C)C1C2CCC(C2)C1N (stereo not drawn)
→ 5.3*!	0.0	0.1&-0.1	9.7&14.8
#23 CCCNC(=O)c1cccc(-c2csc3ccccc23)c1
→ 0.3	1.6	0.3	13.6
#24 Cc1ccccc1-c1nc(CS(=O)CC(=O)NCCC2=CCCCC2)c(C)o1 (stereo not drawn)
→ 1.6	-1.4	-0.1	-6.3
#25 COc1cc(-c2[nH]nc3c2C(c2ccccc2Cl)C(C#N)=C(N)O3)cc(OC)c1OC (stereo not drawn)
→ -0.5	16.1	-0.2	-3.0
#26 COc1cc(S(=O)(=O)N2CCN(Cc3ccccc3)CC2)ccc1Br
→ 1.8	-0.5	-0.1	3.1
#27 COc1ccc(S(=O)(=O)NCCSC(C)(C)C)cc1Cl
→ -1.4	6.0	0.0	-14.7
#28 C=CCN1C(=O)C2(c3ccccc31)c1c(oc3ccccc3c1=O)C(=O)N2CC1CCCO1 (stereo not drawn)
→ 1.7	12.1	-0.1	0.8
#29 CCOC(=O)c1sc(N)c(C#N)c1CSc1nnc(Nc2ccc(C)cc2)s1
→ -1.1	27.2	0.3	11.9
#30 Cc1cccc(N(CC(=O)NC2CCCCC2)C(=O)CCC(=O)Nc2cc(C)ccn2)c1
→ -0.6	4.3	0.0	9.7
#31 Cc1cccc(CNC(=O)C2CC23CCN(C(=O)c2cnn(-c4ccccc4)c2)CC3)n1 (stereo not drawn)
→ 1.7	3.4	0.1	-0.9
#32 COC(=O)CN1C(=O)Nc2ccc(Br)cc2C1c1ccccc1 (stereo not drawn)
→ -0.6	5.9	-0.1	-0.8
#33 COc1cc(C2=N/C(=C\c3cccc(C(F)(F)F)c3)C(=O)O2)cc(OC)c1OC
→ -1.0	13.4	-0.1	-10.9
#34 Cc1ccc(NC(=O)CSc2nnc3[nH]c(=O)c(C)c(C)n23)c(C)c1
→ -2.4	-1.0	0.4	15.9
#35 CC(=O)c1c(C)[nH]c(C(=O)CSc2nnc(NCc3ccccc3)s2)c1C
→ -0.4	42.0*	-0.1	-3.0
#36 COc1cccc(/C=C(\C#N)C(=O)Nc2sc3c(c2C(N)=O)CCCC3)c1
→ -0.8	6.1	1.1	-4.0
#37 COc1ccc(CNC(=O)c2cc(C3CC3)on2)cc1
→ -2.1	-26.7	0.0	2.6
#38 CC(=O)OC(C(=O)NC1CCCCC1)c1ccncc1 (stereo not drawn)
→ 2.1	-4.4	-0.1	-1.3
#39 CCC(C)(C)C1CCc2c(sc(NC(=O)OC)c2C(N)=O)C1 (stereo not drawn)
→ -0.9	5.0	0.3	15.7
#40 O=C(OCC(=O)N1CCCC1=O)C1COc2ccccc2O1 (stereo not drawn)
→ 4.0	-9.2	0.1	1.2
#41 Cc1nn(-c2ccccc2)c2sc(C(=O)NC(C)(C)C)cc12
→ 3.4	-11.0	-0.1	2.3
#42 O=C(Nc1ccc(Oc2ccccc2)cc1)C1C2C=CC3(O2)C1C(=O)N(CCC1=CCCCC1)C3C(=O)NC1CCCCC1 (stereo not drawn)
→ -1.0	6.5	0.4	9.7
#43 O=C(COC(=O)c1ccc2c(c1)C1C=CCC1C(c1ccc(Br)cc1)N2)c1ccc([N+](=O)[O-])cc1 (stereo not drawn)
→ 0.2	1.6	-0.1	-3.7
#44 Cc1nc2ccccc2c(C(=O)O)c1-c1ccccc1
→ -1.0	-1.4	-0.2	-0.4
#45 Cc1ccc(CN2C(=O)CCC2CCNCc2cc3c(cc2Cl)OCO3)cc1F (stereo not drawn)
→ -0.5	-1.9	-0.2	-0.6
#46 CCOC(=O)c1c(NC(=O)CSc2nnc(CNC(=O)c3cccs3)n2-c2ccc(Br)cc2)sc2c1CCC2
→ -0.5	-13.3	0.1	-0.7
#47 Cc1ccc(C(=O)c2ccc(Br)cc2)cc1S(=O)(=O)Nc1ccc(F)cc1
→ 1.2	0.2	0.0	11.4
#48 O=C(O)c1ccc(N2C(=O)c3ccc(Oc4ccc([N+](=O)[O-])cc4[N+](=O)[O-])cc3C2=O)cc1
→ -1.3	5.2	0.0	6.6
#49 CN1CCN(Cc2nnnn2CC2CCCO2)CC1 (stereo not drawn)
→ 0.0	5.2	0.9	-4.0
#50 COc1cc(Br)c(O)c(/C=C2/SC(=S)N(C)C2=O)c1
→ 0.0	1.0	0.0	9.2
#51 NC(=O)Cn1c(SCCOc2ccc(Cl)cc2)nc2ccccc21
→ 4.4	28.2	-0.1	-8.5
#52 CCCCNC(=O)c1cc2c(n(-c3ccc(OC)cc3)c1=O)CC(C)(C)CC2=O
→ 0.2	0.2	0.0	-3.1
#53 O=C1NC(=O)N(c2ccccc2)C(=O)/C1=C\c1ccc(-c2ccccc2[N+](=O)[O-])o1
→ -1.3	-5.2	0.0	18.9
#54 Cc1cc(N/N=C\c2ccccc2O)nc2ccccc12
→ -0.6	-2.9	-0.1	7.7
#55 COc1ccc(-n2nc(C(=O)NCc3ccco3)c3ccccc3c2=O)c(OC)c1
→ -0.2	7.7	-0.2	-1.9
#56 COc1cc(/C=C2/N=C(c3ccc(Cl)c([N+](=O)[O-])c3)OC2=O)cc(OC)c1OC(C)=O
→ -0.6	-2.2	0.0	1.3
#57 O=C(CSc1ccsc1[N+](=O)[O-])NCCCN1CCN(c2ccccc2F)CC1
→ -0.1	5.7	-0.1	-4.2
#58 Cc1ccc(C(c2sc3nc(C)nn3c2O)N2CCC3(CC2)OCCO3)cc1 (stereo not drawn)
→ 1.1	-4.6	0.6	40.9
#59 CC(O)(C(=O)Nc1ccc(S(=O)(=O)c2ccccc2)cc1)C(F)(F)F (stereo not drawn)
→ 1.1	·	0.4	4.4
#60 CC(C)CNC(=O)CC(=O)N/N=C/c1ccc(Cl)cc1
→ 0.6	-2.1	0.0	-4.1
#61 CCC(C(=O)O)n1c2ccccc2c2cnn(C)c(=O)c21 (stereo not drawn)
→ 3.7	7.6	0.1	34.1
#62 O=C(CC1C(=O)NCCN1CC1CCCCC1)NC1CCC1 (stereo not drawn)
→ 1.3	-2.8	0.2	6.6
#63 Cc1nc2ccc(NC(=O)CS(=O)(=O)c3ccc(F)cc3)cc2s1
→ 0.4	-36.6	0.2	12.7
#64 Cc1noc(C)c1CSc1nnc(-c2ccc(Cl)cc2)n1CC1CCCO1 (stereo not drawn)
→ -0.5	-7.5	0.1	1.6
#65 Cc1ccc(NC(=O)CC2Sc3ccc(C(F)(F)F)cc3NC2=O)c(Br)c1 (stereo not drawn)
→ -1.6	0.3	0.6	1.1
#66 COc1ccc(NC(=O)CSc2nc3[nH]ncc3c(=O)n2-c2ccc(Br)cc2)c(OC)c1
→ 2.8	-6.0	0.1	12.5
#67 N#Cc1cc2cc3c(cc2nc1NCCCNC(=O)Cc1ccccc1)OCO3
→ -0.5	34.0*	0.3	9.8
#68 CCc1ccc(C2C(C#N)=C(N)Oc3cc(N(C)C)ccc32)cc1 (stereo not drawn)
→ 0.8	3.3	-0.1	-1.6
#69 Cc1ccc(S(=O)(=O)n2nc(OC(=O)c3cccc(F)c3)cc2N)cc1
→ -0.3	2.7	0.1	23.0
#70 O=C(N/N=C/c1cccc([N+](=O)[O-])c1)c1ccc[n+]([O-])c1
→ -0.3	1.5	0.0	-8.5
#71 NC(=O)c1ccccc1Nc1cc(NC(=O)Cc2ccc(F)cc2)ncc1Cl
→ 0.8	81.4*	-0.4	7.9
#72 CCOC(=O)C1CCN(C(=O)c2sc3nc(-c4ccc(F)cc4)cn3c2C)CC1
→ 0.7	-1.1	-0.3	2.4
#73 O=C1c2cccc([N+](=O)[O-])c2C(=O)N1CCOc1ccc(Cl)cc1
→ -0.8	9.8	0.0	9.2
#74 COc1ccc(OC)c(NC(=O)Nc2ccccc2C)c1
→ -1.3	8.8	-0.1	4.3
#75 CC1SC2(CCCCC2)N(c2ccc(Oc3ccccc3)cc2)C1=O (stereo not drawn)
→ 1.6	-6.0	0.1	0.3

(list continues)
Value order – GPR151 ag	TEAD-YAP inh	FBW7 act	MITF primary
#76 Cc1ccc(Cl)cc1N1CCN(S(=O)(=O)C2CC2)CC1
→ 1.3	10.9	0.0	10.9
#77 O=C(N/N=C/c1c(O)ccc2ccccc12)C(=O)Nc1cc(Cl)ccc1Cl
→ -0.7	6.8	0.0	2.2
#78 COc1nc(OC)nc(OC2=CC(=O)CC(C)(C)C2)n1
→ 0.3	-7.8	0.0	-6.1
#79 O=C1NC(=O)C2(COC(c3ccncc3)OC2)S1 (stereo not drawn)
→ -0.6	0.0	0.1	6.1
#80 CCCOc1ccc(C2CC(=O)NC3=C2C(=O)CC(C)(C)C3)cc1 (stereo not drawn)
→ 0.1	10.0	0.2	10.1
#81 CCc1ccc(NC(=O)c2sc3ncnc(N4CCN(c5ccccn5)CC4)c3c2C)cc1
→ 0.3	-11.7	-0.2	-4.7
#82 CC(C)n1c(-c2ccc(N3CCOCC3)nc2)nc2c(Nc3ccccc3)ncnc21
→ -0.9	-32.6	0.5	-7.3

Looked up by structure from the list above (3):
Value order – GPR151 ag	TEAD-YAP inh	FBW7 act	MITF primary
#8 Cc1ccnc(NS(=O)(=O)c2ccc(CN3C(=O)c4cccnc4C3=O)cc2)c1
→ 1.6	-2.0	-0.1	0.6
#37 COc1ccc(CNC(=O)c2cc(C3CC3)on2)cc1
→ -2.1	-26.7	0.0	2.6
#49 CN1CCN(Cc2nnnn2CC2CCCO2)CC1 (stereo not drawn)
→ 0.0	5.2	0.9	-4.0
